Screens: PubChem, National Center for Advancing Translational Sciences (NCATS)
Tau fluor cs = Counterscreen qHTS for Inhibitors of Tau Fibril Formation, Fluorescence Polarization. tau K18 P301L Alexa594 fluorescence, heparin fibrillization. Potency, µM (doses to about 57.7 µM), for inactives: top-dose activity change, negative = decrease. actives 0.93% (n = 280,000); note: % is set by controls: 0 for no effect and ±100 for the full control effect; nearly all actives have a fitted effect of over 55% in size
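Human K18 P301L tau (15 uM unlabeled plus 0.24 uM Alexa 594-labeled, final) in 100 mM sodium acetate pH 7 was mixed with compound and 20 uM heparin and incubated 6 hr at 37 C.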
Tau fibril FP = qHTS for Inhibitors of Tau Fibril Formation, Fluorescence Polarization | Microtubule-associated protein tau (Homo sapiens), P10636 | AID 1468, 2008 | Potency, µM (top dose mostly 57.7 µM), for the others: top-dose activity, negative = inhibition, most hits filed as inhibitors | K18 P301L tau heparin fibrillization, Alexa594 FP, 6 h | actives 0.39% (n = 280,000); note: % is set by controls: 0 for no effect and ±100 for the full control effect; nearly all actives have a fitted effect of over 55% in size
Target sequence (P10636 561-689 P618L limits assumed): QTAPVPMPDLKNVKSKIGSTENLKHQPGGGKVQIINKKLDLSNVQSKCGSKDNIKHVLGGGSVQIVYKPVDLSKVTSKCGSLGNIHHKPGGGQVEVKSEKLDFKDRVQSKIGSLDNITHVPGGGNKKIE
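K18 P301L tau (15 uM unlabeled/0.24 uM Alexa 594-labeled, final) + compound + heparin 20 uM final; 100 mM NaOAc pH 7; 6 hr 37 C; ThT 30 uM final added, 1 hr RT; FP ex 555/em 632 nm.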
HTT aggregate = qHTS Multiplex Assay to Identify Dual Action Probes in a Cell Model of Huntington: Aggregate Formation (GFP); PC12 HttQ103-GFP aggregates, Acumen cytometry, 40 h; Potency, µM (top dose mostly 46.1 µM), inactives show at the top dose activity change, negative = inhibition, usual class: inhibitors; actives 1.1% (n = 220,000); note: % is set by controls: 0 for no effect and ±100 for the full control effect; nearly all actives have a fitted effect of over 60% in size
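Ecdysone-promoter PC12 model expressing HTT exon 1 Q103 fused to GFP, induced by tebufenozide at 100 nM final. Compounds titrated; aggregates sized 1–25 µm scored on a 488 nm laser cytometer.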
KDM4E inh = qHTS Assay for Inhibitors of Human Jumonji Domain Containing 2E (JMJD2E); Lysine-specific demethylase 4E (Homo sapiens), B2RXH2; JMJD2E catalytic domain, FDH-coupled NADH fluorescence (FDH is formaldehyde dehydrogenase); Potency, µM (series often up to 57.1 µM), without a hit: at the top dose activity change, negative = inhibition, actives largely listed as inhibitors; actives 1.6% (n = 230,000); AID 2147, 2009; active = well fitted inhibition curve with a large enough effect, not every such curve was filed as active; inconclusive = small, poorly fitted or top-dose-only effect, or another doubt; inactive = no such curve, though single readings can be large or run the other way;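 note: 0% = wells with enzyme and -100% = buffer wells without enzyme; nearly all actives have a fitted effect of over 50% in size; many of its hits are not listed in these tables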
Target sequence (B2RXH2 1-337 limits assumed): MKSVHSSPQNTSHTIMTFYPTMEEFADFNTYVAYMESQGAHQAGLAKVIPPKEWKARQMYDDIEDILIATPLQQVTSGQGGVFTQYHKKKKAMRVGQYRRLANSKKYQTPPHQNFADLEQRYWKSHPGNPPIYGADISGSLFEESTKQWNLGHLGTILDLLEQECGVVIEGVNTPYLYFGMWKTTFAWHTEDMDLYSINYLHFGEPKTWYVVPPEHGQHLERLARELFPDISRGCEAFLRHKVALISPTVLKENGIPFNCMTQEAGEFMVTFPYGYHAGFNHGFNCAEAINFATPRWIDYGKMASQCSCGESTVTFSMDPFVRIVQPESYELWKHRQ
HTT cytoprotect = qHTS Multiplex Assay to Identify Dual Action Probes in a Cell Model of Huntington: Cytoprotection (ATP) | PC12 HTT-Q103 induced, cytoprotection, ATP luminescence, 40 h | Potency, µM (doses to about 56.4 µM), inactives show cytoprotection (ATP increase), most hits filed as activators | actives 0.14% (n = 230,000);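 note: % of control where 0% means no effect; nearly all actives have a fitted effect of over 45% in size; toxic huntingtin expression switched on by the ecdysone agonist tebufenozide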
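PC12 cells with ecdysone-inducible HTT exon 1 Q103-GFP, induced with 100 nM tebufenozide and co-treated with library compounds in a dose series (1536-well, 1500 cells/well). Cytoprotection read as ATP content by ATPlite luminescence.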
Tau fibril ThT = qHTS for Inhibitors of Tau Fibril Formation, Thioflavin T Binding | actives 2.1% (n = 270,000) | Potency, µM (series often up to 57.4 µM), inactives show at the top dose activity, negative = inhibition, most hits filed as inhibitors | recombinant tau K18 P301L (four-repeat tau fragment), heparin-induced fibrillization, ThT fluorescence | AID 1460, 2008 | Microtubule-associated protein tau (Homo sapiens), P10636; note: % is set by controls: 0 for no effect and ±100 for the full control effect; nearly all actives have a fitted effect of over 55% in size
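Tau K18 P301L fragment (15 uM unlabeled plus 0.24 uM Alexa 594-labeled) in 100 mM sodium acetate pH 7 with compound, fibrillization induced by 20 uM heparin for 6 hr at 37 C. Thioflavin T (30 uM) added, fluorescence read after 1 hr (ex 450, em 510 nm).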
SMN2 splice up = qHTS Assay for Enhancers of SMN2 Splice Variant Expression; actives 2.8% (n = 210,000); Potency, µM (highest dose often 46.1 µM), for the others: at the highest dose activity change, positive = activation, usual class: activators; AID 1458, 2008; HEK293 SMN2-luciferase splicing reporter, luminescence, 30-36 h; note: % of control where 0% means no effect; nearly all actives have a fitted effect of over 55% in size
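HEK293 cells carry an SMN2 […]–luciferase reporter in which exon 7 inclusion puts luciferase in frame. Cells were plated 10-12 h before compound addition, then incubated 30-36 h at 37C. ONE-Glo luminescence was read; sodium butyrate at 4.5 mM final served as control.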
ALDH1A1 inh = qHTS Assay for Inhibitors of Aldehyde Dehydrogenase 1 (ALDH1A1); Aldehyde dehydrogenase 1A1 (Homo sapiens), P00352; Purified ALDH1A1, NADH fluorescence, propionaldehyde substrate; Potency, µM (titrated, usually from 75.3 µM), for inactives: at the highest dose activity, negative = inhibition, usual class: inhibitors; actives 7.3% (n = 220,000); active = well fitted inhibition curve with a large enough effect, not every such curve was filed as active; inconclusive = small, poorly fitted or top-dose-only effect, or another doubt; inactive = no such curve, though single readings can be large or run the other way;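 note: plate controls were no enzyme wells and a reference inhibitor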
Target sequence (P00352 whole entry, looked up): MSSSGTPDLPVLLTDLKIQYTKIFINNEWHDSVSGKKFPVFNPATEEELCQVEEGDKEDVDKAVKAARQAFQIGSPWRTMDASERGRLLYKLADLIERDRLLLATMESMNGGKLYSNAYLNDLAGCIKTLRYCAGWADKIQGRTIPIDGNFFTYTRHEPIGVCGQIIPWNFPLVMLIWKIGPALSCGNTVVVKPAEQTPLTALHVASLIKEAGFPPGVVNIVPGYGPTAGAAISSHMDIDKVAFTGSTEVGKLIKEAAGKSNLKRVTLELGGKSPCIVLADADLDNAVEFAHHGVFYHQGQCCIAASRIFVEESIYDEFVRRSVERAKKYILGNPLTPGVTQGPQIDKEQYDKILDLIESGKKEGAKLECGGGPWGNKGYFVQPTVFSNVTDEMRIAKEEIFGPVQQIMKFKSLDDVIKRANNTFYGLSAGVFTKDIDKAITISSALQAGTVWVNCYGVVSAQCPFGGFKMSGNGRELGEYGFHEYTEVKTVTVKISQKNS
Active calls of the source: *; u = inconclusive; x = not tested or not shown; [ ] = remark or other dose. Unless noted, calls come from the whole dose curve; as a rule, active = well fitted curve in the direction sought with a large enough effect; inconclusive = small, poorly fitted or top-dose-only effect, or another doubt; inactive = no such curve, though single readings can be large; an effect the other way counts as inactive or inconclusive. Potency is the fitted concentration of half-maximal effect. This is a subset; the hit share may differ from the screen's.

SMILES	Tau fluor cs	Tau fibril FP	HTT aggregate	KDM4E inh	HTT cytoprotect	Tau fibril ThT	SMN2 splice up	ALDH1A1 inh
Cc1ccc(NC(=O)c2c(NC(=O)c3ccco3)sc3c2CCC(C(C)(C)C)C3)c(C)c1 (stereo not given)	-9%	-11%	x	x	x	1%	-1%	x
COC(=O)c1ccc(CSc2nc3c(cnn3-c3ccc(F)cc3)c(=O)[nH]2)o1	-12%	-4%	2%	u	7%[10 µM]	-6%	-6%	2%
CCOC(=O)C1=C(COc2ccc(C)cc2)NC(=O)NC1c1cc(C)ccc1C (stereo not given)	-5%	-1%	2%	7%	17%[10 µM]	-4%	x	-1%
Cn1c(CO)c(-c2ccccc2)c2cc([N+](=O)[O-])ccc21	u	u	8%	1%	-35%	u	-37%[inhibitor]	2%
O=C(Nc1cccc(Cl)c1)Nc1cc(S(=O)(=O)N2CCCCC2)ccc1Cl	u	11µM*	u	-4%	-8%[10 µM]	15%	x	2%
C=C1C[C@H](OC(=O)C(C)(O)CCl)C2C(=C)C(=O)O[C@@H]2C2C1C[C@H](O)[C@]2(O)CCl (stereo not given in full)	-14%	-8%	x	15%	x	u	-1%	18%
CCOC(=O)C(=O)NC(C)CCc1ccccc1 (stereo not given)	10%	1%	16%	9%	20%[10 µM]	5%	-36%[inhibitor]	1%
Cc1ccccc1N=C(NOCc1ccccc1)c1nonc1N	-22%	-4%	-4%	0%	-8%[10 µM]	2%	-16%	-10%
CC1(C)CC(NCCN2CCN(C3=CC(=C(C#N)C#N)CC(C)(C)C3)CC2)=CC(=C(C#N)C#N)C1	-27%	7%	-11%	-22%	-46%[inhibitor]	-8%	x	8%
O=C1C2C(c3ccccc3)C=CC(c3ccccc3)C2C(=O)N1c1ccncc1 (stereo not given)	-11%	-2%	18%	-1%	6%	-20%	-10%	-6%
O=C(Nc1nc(-c2ccc(Cl)s2)cs1)c1cccs1	28µM*[quencher]	u	u	u	-73%[inhibitor][0.074 µM]	u	5%	u
Cc1ccccc1NC(=O)Cc1nnc(SCC(=O)N2CCN(c3ccccc3)CC2)n1C	-17%	-4%	3%	-11%	5%[0.074 µM]	-12%	-3%	0%
CC(C)(C)c1ccc(CCC2OCC(C[N+]3(C)CCOCC3)O2)cc1 (stereo not given)	-18%	11%	-10%[9.22 µM]	-5%	8%[10 µM]	u	x	x
Nc1nc2ccccc2n1C(=O)CCc1ccccc1	-4%	-3%	-9%	7%	-34%	-14%	10µM*	7%
COC(=O)c1cc(=O)nc2sc3ccccc3n12	-9%	u	-13%	u	-3%[10 µM]	-7%	7%	u
COc1ccccc1/C=C/C(C)=O	-3%	-6%	-6%	u	x	-10%	-3%	-13%
Cc1cc(C(=O)C(=O)N(C)C)c(C)n1-c1ccc([N+](=O)[O-])cc1	-5%	-4%	-6%	-1%	7%[10 µM]	-10%	-17%	2%
CN(c1ccc(OCC(=O)OCC(=O)Nc2cccc([N+](=O)[O-])c2)cc1)S(=O)(=O)c1ccc(F)cc1	10µM*[quencher]	-13%	-13%	-5%	-12%	-11%	1%	3%
COc1cc(C(=O)N2CCNC(=O)C2CC(=O)Nc2ccc(C)c(C)c2)cc(OC)c1OC (stereo not given)	-4%	-5%	x	x	x	1%	-4%	x
COc1ccc2c(c1)O[C@H](c1ccc3c(c1)OCO3)[C@@H](OC(=O)NCCOc1ccccc1)C2=O	-6%	-3%	x	6%	9%	-7%	7%	u
CCOC(=O)NS(=O)(=O)c1ccc(CCNC(=O)c2cc(C)on2)cc1	4%	-1%	-1%	-5%	x	-1%	10%	-1%
Cc1cc(Cl)n2c(nc3cc(F)c(F)cc32)c1C#N	-9%	-13%	2%[1.84 µM]	u	-176%[inhibitor]	u	-17%	-7%
CCN(CC)C(=O)CSc1nnc(-c2cccnc2)n1Cc1ccccc1	-4%	-8%	-19%	-8%	-6%	2%	-29%	u
Cc1c(Cl)c([N+](=O)[O-])nn1CCCC(=O)Nc1c(C)n(C)n(-c2ccccc2)c1=O	-6%	-3%	-8%	-5%	-9%	-11%	-7%	-4%
CCN(CC)C(=O)CSc1nnc(-c2ccccn2)n1-c1ccc(C)c(C)c1	-1%	-3%	8%	0%	17%	-10%	-19%	2%
Cc1cc(Oc2ccccc2)nc(-c2ccccc2O)n1	-25%	u	-7%	10%	-25%	u	-13%	3%
CC(=O)NC(Cc1ccccc1)C(=O)NC1CCN(C(=O)NC2CCCCC2)CC1 (stereo not given)	1%	-4%	9%	u	7%[10 µM]	4%	-11%	8%
CCN(CC)CCNC(=S)Nc1ccc(F)cc1	-5%	-2%	-5%	-2%	u	2%	8%	7%
N#Cc1cn(CC(=O)N2CCCc3ccccc32)c2ccccc12	-11%	3%	-16%	-3%	15%[10 µM]	-4%	-20%	-8%
COc1ccc(-c2cc(C(=O)Oc3ccc(C)cc3)c3ccccc3n2)cc1	-20%	u	x	x	x	-8%	15%	x

Arranged by SMILES length (ascending): some entries from above.
SMILES	Tau fluor cs	Tau fibril FP	HTT aggregate	KDM4E inh	HTT cytoprotect	Tau fibril ThT	SMN2 splice up	ALDH1A1 inh
CCN(CC)CCNC(=S)Nc1ccc(F)cc1	-5%	-2%	-5%	-2%	u	2%	8%	7%
Cc1cc(Oc2ccccc2)nc(-c2ccccc2O)n1	-25%	u	-7%	10%	-25%	u	-13%	3%
Cc1cc(Cl)n2c(nc3cc(F)c(F)cc32)c1C#N	-9%	-13%	2%[1.84 µM]	u	-176%[inhibitor]	u	-17%	-7%
N#Cc1cn(CC(=O)N2CCCc3ccccc32)c2ccccc12	-11%	3%	-16%	-3%	15%[10 µM]	-4%	-20%	-8%
CCN(CC)C(=O)CSc1nnc(-c2cccnc2)n1Cc1ccccc1	-4%	-8%	-19%	-8%	-6%	2%	-29%	u
COc1ccc(-c2cc(C(=O)Oc3ccc(C)cc3)c3ccccc3n2)cc1	-20%	u	x	x	x	-8%	15%	x
Cc1cc(C(=O)C(=O)N(C)C)c(C)n1-c1ccc([N+](=O)[O-])cc1	-5%	-4%	-6%	-1%	7%[10 µM]	-10%	-17%	2%
COc1cc(C(=O)N2CCNC(=O)C2CC(=O)Nc2ccc(C)c(C)c2)cc(OC)c1OC (stereo not given)	-4%	-5%	x	x	x	1%	-4%	x
Cc1c(Cl)c([N+](=O)[O-])nn1CCCC(=O)Nc1c(C)n(C)n(-c2ccccc2)c1=O	-6%	-3%	-8%	-5%	-9%	-11%	-7%	-4%
COc1ccc2c(c1)O[C@H](c1ccc3c(c1)OCO3)[C@@H](OC(=O)NCCOc1ccccc1)C2=O	-6%	-3%	x	6%	9%	-7%	7%	u

Next records follow.
SMILES	Tau fluor cs	Tau fibril FP	HTT aggregate	KDM4E inh	HTT cytoprotect	Tau fibril ThT	SMN2 splice up	ALDH1A1 inh
CC1(C)CC(=O)C2=C(C1)N(CC1CCCO1)C(=O)NC2(C(F)(F)F)C(F)(F)F (stereo not given)	-1%	0%	5%	-8%	-2%[0.074 µM]	-2%	-4%	18%
Cc1ccc(C)n1-c1ccc(N2CCOCC2)c(Br)c1	-16%	-6%	29%[9.22 µM]	1%	23%	u	-15%	1%
CCCc1cc(=O)oc2cc(C)c3c(-c4ccccc4)coc3c12	-10%	-2%	x	x	x	u	-3%	x
Cc1ccc(-c2nnc(SCC(=O)N/N=C/c3c(C)nn(-c4ccccc4)c3C)n2-c2ccc(C)cc2)cc1	-6%	1%	u	1%	21%[10 µM]	-11%	-8%	-2%
N#Cc1ccc(OCC(=O)NC2=NCCS2)cc1	1%	6%	11%	-2%	-21%	-6%	7%	13%
CCCCNC(=O)COC(=O)CCC(=O)c1ccc(Cl)cc1	-1%	7%	-8%	-10%	-12%	3%	-4%	11%
CSc1cccc(NC(=O)CCCOc2ccc(Cl)cc2C)c1	u	u	-7%	-5%	13%[10 µM]	u	7%	6%
Cc1onc(-c2c(Cl)cccc2Cl)c1C(=O)Nc1ccc2c(c1)OCCO2	-11%	-4%	14%	5%	0%	-4%	-9%	-2%
Cc1cccc(NC(=S)NC(=O)c2ccco2)n1	-1%	-1%	21%	-8%	-2%[10 µM]	-9%	26%	0%
CCOC(=O)c1cc2c(=O)n3ccccc3nc2n(CCCOC)c1=NC(=O)C(C)(C)C	1%	-4%	-12%	u	-3%	-5%	-12%	u
Cc1cccc(-c2nc(NCCCN3CCOCC3)c3ccccc3n2)c1	u	-13%	u	u	-47%[inhibitor][10 µM]	1%	-4%	u
CCN(CC)C(=O)COC(=O)c1cc(-c2ccco2)nc2ccccc12	-12%	-8%	28%	u	-54%[inhibitor][10 µM]	u	6%	u
Cc1c(C(=O)O/N=C(\N)c2ccccn2)cccc1[N+](=O)[O-]	-3%	-3%	9%[9.22 µM]	-3%	-7%[10 µM]	-10%	x	x
Cc1nn(Cc2ccc(Cl)cc2Cl)c(C)c1NC(=O)Cn1nc([N+](=O)[O-])c(Cl)c1C	-12%	3%	-23%	1%	-42%[inhibitor]	-7%	1%	4%
CC[N+]1(C)CC2CCC(C)(C1)C2(C)C (stereo not given)	7%	9%	19%	u	20%	-8%	-17%	4%
CCc1ccc(NC(=O)Cn2c(=O)n(CCC(=O)NC3CCN(Cc4ccccc4)CC3)c(=O)c3ccccc32)cc1	-7%	-6%	-17%[9.22 µM]	-4%	17%[10 µM]	-5%	x	x
